Source: PubChem
KB-3-1 tox: qHTS assay for MDR1-selective chemotherapeutics: Primary screen using the parental adenocarcinoma cell KB-3-1; KB-3-1 viability, CellTiter-Glo ATP luminescence, 72 h; Potency, µM (top dose mostly 46.1 µM), for the others: at the highest dose activity change, negative = cytotoxic, usual class: cytotoxic; 1.4% of 400,000 active; also: potency is read from the fitted curve at half-maximal effect; % is scaled to controls: 0 for no effect and ±100 for the full control effect; nearly all actives have a fitted effect of over 60% in size
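Luminescent ATP read-out (CellTiter-Glo) measures survival of drug-naive KB-3-1 cells after 72 h compound exposure at 37 °C. Titration series was screened from lowest to highest concentration, with DMSO vehicle plates as background controls.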
HEK293 tox: qHTS of GLP-1 Receptor Inverse Agonists: Cytotox Screen. HEK293 cAMP-luciferase reporter cells, luminescence, 24 h. 0.13% of 410,000 active. Potency, µM (top dose mostly 38.3 µM), for the others: top-dose activity change, negative = inhibition, actives largely listed as inhibitors;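 also: loss of luciferase light is scored as toxicity; potency is read from the fitted curve at half-maximal effect; % is scaled to controls: 0 for no effect and ±100 for the full control effect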
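Luminescence readout: signal drop marks cytotoxicity. Plated cells grew 12 h at 37 °C, 5% CO2, received 23 nL compound for 24 h, then got luciferase reagent, read after 12 min at RT.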
MCF10A rerep: A quantitative high throughput screen for small molecules that induce DNA re-replication in MCF 10a normal breast cells; 2.9% of 350,000 active; Potency, µM (doses to about 46.1 µM), for inactives: at the top dose activity, positive = re-replication, most hits filed as activators; AID 624296, 2012; MCF 10A DNA re-replication, Hoechst nuclear intensity, 48 h; also: potency is read from the fitted curve at half-maximal effect; % of control where 0% means no effect; nearly all actives have a fitted effect of over 50% in size
SW480 rereplic: A quantitative high throughput screen for small molecules that induce DNA re-replication in SW480 colon adenocarcinoma cells. SW480 DNA re-replication, Hoechst DNA content imaging, 48 h. Potency, µM (series often up to 46.1 µM), for inactives: at the highest dose re-replication activation, actives largely listed as activators. 1.8% of 340,000 active; also: potency is read from the fitted curve at half-maximal effect; % of control where 0% means no effect; nearly all actives have a fitted effect of over 55% in size
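Readout is total intensity of Hoechst-stained nuclei, excited at 405 nm and collected at 500-530 nm. Compound treatment lasted 48 hr at 37 C in 5% CO2 before staining.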
IL-1B inflam inh: qHTS for Inhibitors of Inflammasome Signaling: IL-1-beta AlphaLISA Primary Screen. THP-1 LPS/ATP IL-1B secretion, AlphaLISA, 16 h; hits give low values. activity change, % at 57.5 µM. 4.7% of 360,000 active; in the data active = activity change below about -50%; inconclusive = mostly about -30% to -49%; also: % is scaled to controls: 0 for no effect and ±100 for the full control effect
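Secreted IL-1B measured by AlphaLISA bead assay after 16 h compound exposure of THP-1 cells; compounds (final up to 57.5 uM) added 1 h before LPS (250 ng/mL) and ATP (1.25 mM) stimulation; lower signal means less secretion.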
HT1080 IDH1KD tx: qHTS for induction of synthetic lethality in tumor cells producing 2HG: qHTS for the HT-1080-IDH1KD cell line | HT-1080 IDH1 knockdown viability, ATP luminescence, 48 h | 2% of 360,000 active | Potency, µM (series often up to 46.1 µM), for inactives: top-dose activity, negative = toxicity, most hits filed as cytotoxic;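 also: potency is read from the fitted curve at half-maximal effect; 0% = DMSO wells and -100% = cell-free medium wells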
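Viability of IDH1-knockdown HT-1080 fibrosarcoma cells was assessed by CellTiter-Glo after 48 h at 37 °C with titrated compound; concentration-effect curves were classified by fit quality and response size.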
D3 ag: qHTS of D3 Dopamine Receptor Agonist: qHTS; D(3) dopamine receptor (Homo sapiens), P35462; D3R DiscoveRx beta-arrestin cells, luminescence, 90 min; max activation, %; 0.58% of 410,000 active; AID 652048, 2013; in the data active = max activation above about 30%; also: 0% is about no effect; mostly tested at two doses, the higher about 12 µM
Target sequence (P35462 whole entry, looked up): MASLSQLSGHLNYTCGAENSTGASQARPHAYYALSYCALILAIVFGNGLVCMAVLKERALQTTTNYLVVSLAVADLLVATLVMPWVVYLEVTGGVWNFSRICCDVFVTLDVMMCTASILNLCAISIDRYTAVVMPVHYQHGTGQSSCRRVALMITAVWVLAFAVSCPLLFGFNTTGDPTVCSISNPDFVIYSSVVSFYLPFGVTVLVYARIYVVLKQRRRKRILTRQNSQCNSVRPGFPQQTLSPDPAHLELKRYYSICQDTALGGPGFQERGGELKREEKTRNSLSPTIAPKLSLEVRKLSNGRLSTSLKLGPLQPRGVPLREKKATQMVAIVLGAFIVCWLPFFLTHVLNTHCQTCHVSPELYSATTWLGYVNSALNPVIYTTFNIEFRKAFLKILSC
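Agonist mode: compounds and dopamine controls were applied to plated cells for 90 min at 37 degrees C after an overnight attachment at 1500 cells/well. Luminescent read-out followed 30 - 60 minutes at room temperature with DiscoveRx detection reagent.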
KB-V1 cytotox: qHTS assay for MDR1-selective chemotherapeutics: Primary screen using the drug-selected MDR subline cells KB-V1; KB-V1 MDR cells viability, CellTiter-Glo, 72 h; Potency, µM (titrated, usually from 46.1 µM), for the others: at the highest dose activity change, negative = cytotoxicity, usual class: cytotoxic; 3.4% of 400,000 active; AID 1347076, 2019; also: potency is read from the fitted curve at half-maximal effect; % is scaled to controls: 0 for no effect and ±100 for the full control effect; nearly all actives have a fitted effect of over 60% in size
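Readout: CellTiter-Glo luminescence, 10 min after addition. Cells: KB-V1 MDR subline, 72 h at 37 degrees C with compound. Analysis: corrected, normalized data fitted to concentration-effect curves.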
HT1080-NT tox: qHTS for induction of synthetic lethality in tumor cells producing 2HG: qHTS for the HT-1080-NT fibrosarcoma cell line; HT-1080-NT fibrosarcoma viability, CellTiter-Glo ATP luminescence, 48 h; Potency, µM (doses to about 46.1 µM), inactives show top-dose activity, negative = less viability, actives largely listed as cytotoxic; 1.6% of 360,000 active;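 also: NT is the 2HG producing partner of a matched IDH1 knockdown line; potency is read from the fitted curve at half-maximal effect; 0% = DMSO-treated cells and -100% = media-only wells without cells; nearly all actives have a fitted effect of over 55% in size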
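HT-1080-NT; 750 cells/well; 5% FBS RPMI; 48 h compound, 37 degrees C; CellTiter-Glo luminescence; curve fitting and curve-class assignment.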
Numbers without * were called inactive; ? = inconclusive; / = no result given; [ ] = another dose, or the depositor's remark. Unless noted, calls follow the shape of the dose curve; as a rule, active = well fitted curve in the direction sought with a large enough effect; inconclusive = small, poorly fitted or top-dose-only effect, or another doubt; inactive = no such curve, though single readings can be large; an effect the other way counts as inactive or inconclusive. Rows are unselected; about 11% have a hit in one of these screens.

| structure | KB-3-1 tox | HEK293 tox | MCF10A rerep | SW480 rereplic | IL-1B inflam inh | HT1080 IDH1KD tx | D3 ag | KB-V1 cytotox | HT1080-NT tox |
| --- | --- | --- | --- | --- | --- | --- | --- | --- | --- |
| Cc1[nH]c2ccc(-c3n[nH]c(=S)n3C)cc2c1C | 1.7% | -12.6% | ? | 2.5% | -12.5 | -27.5% | -15.2 | ? | 0.0% |
| Cc1ccccc1-c1cnc(C(O)c2cccc(C)c2C)[nH]1 (configuration not stated) | 0.0% | 2.8% | / | / | -7.0 | -25.8% | -9.5 | -6.0% | ? |
| O=c1c2ccccc2c(C=Nc2ccc(Cl)cn2)c(O)n1-c1cc(Cl)ccc1N1CCOCC1 | 0.7% | -8.8% | 16.3% | -1.8% | -8.2 | 7.7% | -3.9 | -2.1% | 2.4% |
| COc1ccc(CC(NC(C)=O)C(=O)NC2CCN(c3nc(C)cc(C)c3C#N)CC2)cc1OC (configuration not stated) | 4.5% | 0.0% | 0.581µM* | -8.9% | 4.5 | -1.2% | 1.4 | 0.0% | 6.0% |
| CC(=O)c1cccc(NC(=O)COC(=O)c2ccc3c(c2)OCO3)c1 | 17.1% | 2.2% | -0.4% | ? | -11.2 | 4.7% | 4.3 | 4.7% | -9.3%[9.24 µM] |
| COC(=O)c1cc(Cl)ccc1NCC(N)c1ccccc1 (configuration not stated) | -1.2% | 4.2% | / | / | ? | 18.4µM* | -10.1 | -1.2% | 20.6µM* |
| CCOc1ccc(CN2CCN(Cc3cccc4c3OCO4)CC2CCO)cc1 (configuration not stated) | -4.6% | -1.1% | 7.2% | -4.5% | -4.0 | -3.4% | -18.7 | -7.5% | -20.4% |
| CCOC(=O)C1CCN(C(=O)COC(=O)CSc2ccc([N+](=O)[O-])cc2)CC1 | 0.2% | -3.3% | 1.1% | -4.6% | 5.1 | 0.0% | -5.9 | ? | 0.9% |
| CC(C)OCC(O)Cn1c(N2CCCC2)nc2c1c(=O)[nH]c(=O)n2C (configuration not stated) | 5.6% | -18.4% | 1.8% | -5.4% | 33.0 | 9.7%[9.24 µM] | 11.4 | 18.8% | 4.2% |
| O=C(CSc1nnc(CNC(=O)c2c(F)cccc2Cl)o1)NC1CCCC1 | 5.6% | 2.2% | -1.5% | -23.7% | 13.3 | 4.9% | 2.3 | 28.6% | -2.6% |
| COc1ccc(-c2cc(C(=O)Nc3cc(S(N)(=O)=O)ccc3C)c3ccccc3n2)cc1OC | 3.1% | 11.4% | 7.1% | -18.9% | -6.1 | -10.9% | 3.5 | 21.1% | -13.9% |
| O=C(CSc1nnc(CNC(=O)c2ccco2)o1)Nc1ccccc1 | -2.3% | -24.4% | -2.6% | -5.1% | 14.0 | 13.0% | -0.1 | -0.3% | 10.2% |
| O=C(Nc1ccc(S(=O)(=O)N2CCCCC2)cc1)C1CC(=O)N(c2ccccc2)C1 (configuration not stated) | -15.9% | 7.2% | 1.6% | -4.3% | -11.2 | -0.9% | 3.2 | -17.3% | -3.0% |
| CC(=O)Nc1ccc(NC(=O)C(C)OC(=O)C(C)SCC(=O)Nc2ccc(F)cc2)cc1 (configuration not stated) | 10.5% | -5.6% | 7.6% | -4.4% | 2.1 | -2.2% | -4.7 | -7.0% | -1.3% |
| Cc1ccc(C)c(NC(=O)CCCN2C(=O)C(c3ccccc3)Oc3cccnc32)c1 (configuration not stated) | -15.0% | -3.2% | / | / | / | / | 0.0 | -14.3% | / |
| O=C(NC12CC3CC(CC(C3)C1)C2)c1cc2nc(-c3ccco3)cc(C(F)(F)F)n2n1 | -13.6% | 62.1%[activator] | 3.66µM* | 14.6µM* | -15.1 | -10.7% | -7.7 | -18.6% | -17.1% |
| COc1ccccc1Oc1ccc2c(c1)C(=O)N(c1cccc(O)c1)C2=O | -22.8% | -8.9% | ? | 1.2% | -7.0 | -2.0% | 6.2 | 8.7% | 3.2% |
| COc1ccc(C2C(C#N)=C(N)OC3=C2C(=O)CC(C)C3)c(OC)c1OC (configuration not stated) | -0.9% | 5.6% | 5.1% | -9.1% | -7.2 | 6.2% | -6.7 | -6.1% | 3.4% |
| CC(C)c1ccc(OC(=O)NCCO)cc1 | -1.8% | -4.0% | -1.3% | 0.9% | 1.9 | 1.5% | 4.0 | -2.1% | 9.5% |
| CC(C)C[C@H](NC(=O)NCc1ccccc1Cl)C(=O)O | 1.5% | -17.6% | -6.1% | -4.8% | 17.6 | -0.7% | -10.3 | ? | -0.7% |
| O=C(CSc1nnc(SCc2ccccc2)s1)N/N=C/c1ccc(C(=O)O)cc1 | -0.3% | -1.9% | -0.7% | -0.1% | 22.4 | -0.3% | 1.7 | 7.0% | 2.6% |
| COc1ccc(-c2cc(NC=O)c3ncc(-c4ccccc4)n3c2)cc1OC | ? | -18.7% | / | / | -59.3* | 16.4µM* | -1.2 | 18.4µM* | ? |
| COc1ccc(NC(=O)Cn2c(=O)oc3cc(S(=O)(=O)N4CCC(C)CC4)ccc32)c(OC)c1 | ? | 2.4% | / | / | / | / | -20.1 | 12.0% | / |
| COC(=O)C(Cc1ccccc1)NC(=O)c1ccc(C)cc1 (configuration not stated) | -2.7% | 3.6% | 0.6% | -56.0%[inhibitor] | 22.4 | -1.2% | -3.9 | 0.0% | 16.1% |
| CCN(CC)c1ccc(NC(=O)COc2ccccc2C#N)cc1S(=O)(=O)Nc1ccccc1OC | -8.6% | -9.4% | 20.3% | 13.4% | 27.7 | -13.4% | 1.9 | -25.3% | -17.3% |
| Cc1cccc(NC(=O)CN(C)C(=O)C2CC2)c1C | 4.7% | 0.5% | -5.6% | -3.6% | -0.6 | -1.6% | -14.6 | -5.4% | -3.2% |
| Cc1c(CNCCc2ccc(Cl)cc2)c(C(=O)O)c(C)n1-c1ccccc1 | 9.8% | -0.6% | -5.8% | 1.5% | -8.7 | -6.0% | 4.7 | -0.1% | -18.5% |
| C=C[C@@](C)(O)CC[C@@H]1[C@@]2(C)CCCC(C)(C)[C@@H]2CC[C@@]1(C)O | 0.0% | 0.7% | -1.4% | -0.3% | -11.3 | -0.6% | 7.9 | 11.0% | -5.0% |
| CN1OC[C@@H]2CN(Cc3ccc(Cl)cc3)[C@H](c3ccc(-n4ccnc4)cc3)C[C@@H]21 | ? | -21.6% | / | / | -7.5 | ? | -3.8 | 0.0% | ? |
| CCCc1nc2ccccc2c(C(=O)O)c1CC | 2.4% | 11.6% | 1.3% | -1.5% | 3.1 | 11.1% | -3.6 | 0.9% | 0.5% |
| Cc1nnc(NC(=O)c2ccc(F)c(S(=O)(=O)N3CCOCC3)c2)s1 | 7.7% | -7.0% | 3.0% | -13.9% | 14.6 | 7.6% | 3.8 | 3.6% | 7.6% |
| Cc1cc(C)c(C(=O)CSc2nnc(-c3cccnc3)n2C)c(C)c1 | 1.2% | -2.9% | 1.1% | -8.2% | -1.2 | -5.3% | 0.0 | ? | 9.8% |
| COc1ccc(OCC(=O)Nc2ccc(S(=O)(=O)Nc3cc(C)nc(C)n3)cc2)cc1 | 1.1% | 3.8% | -4.3% | -1.3% | 16.5 | 11.6% | 0.3 | 13.6% | 19.1% |
| COc1ccccc1NC(CC(=O)c1ccccc1)C(=O)OCC(=O)c1ccc(Br)cc1 (configuration not stated) | 16.4% | 7.9% | 8.6% | -5.1% | 5.1 | -0.1% | 3.2 | 0.6% | 10.1% |
| O=C1NC(c2ccccn2)Nc2sc3c(c21)CCC3 (configuration not stated) | 0.0% | -10.0% | 16.4µM* | 0.0% | 11.0 | -25.7% | 5.8 | -26.5% | -19.0% |
| COC(=O)CCC/C=C1\SC[C@@H](NC(=O)c2ccccc2)C1NC(C)=O (some centres not stated) | -2.4% | 8.0% | 11.5% | -9.3% | 5.8 | 13.8% | -6.2 | -7.5% | 1.8% |
| CC(=O)c1cnc2scnn2c1=O | 8.0% | -5.2% | 9.5% | -44.7%[inhibitor] | -8.7 | 8.2% | 1.1 | 14.4% | 7.1% |
| COc1ccc(OC)c(NC(=O)CSc2nc3ccccc3c(=O)n2CCC(=O)NC2CCCCC2)c1 | -5.3% | 10.7% | / | / | / | / | -17.2 | -21.1% | / |
| CCOC(=O)N1C(=O)c2cc(OC)ccc2S1(=O)=O | -1.0% | -1.9% | -0.5% | -6.9% | 24.8 | 11.1% | 6.5 | 5.2% | 11.2% |
| NC(=O)NOCc1ccc(F)cc1Cl | -18.6% | 3.4% | -1.4% | -8.5% | 12.3 | 5.6% | 9.7 | 0.0% | -0.1% |
| COc1ccc(/C=C/C(=O)NNC(=O)c2ccncc2)c(OC)c1 | 6.1% | -14.1% | 2.1% | -1.6% | 16.3 | 18.3% | 1.2 | ? | 11.9% |
| COc1ccc(CN2CC(C(=O)NCCc3ccccc3)CC2=O)cc1 (configuration not stated) | 12.7% | -7.7% | -2.8% | -0.5% | 15.6 | 9.9% | -7.0 | -29.0% | 29.3% |
| CC(C)CNC(=O)C1(C)CCCCCN1Cc1ccccc1-c1ccccc1 (configuration not stated) | ? | -3.0% | / | / | -18.1 | ? | -25.0 | ? | ? |

Profiles as entered above. Order of values: KB-3-1 tox, HEK293 tox, MCF10A rerep, SW480 rereplic, IL-1B inflam inh, HT1080 IDH1KD tx, D3 ag, KB-V1 cytotox, HT1080-NT tox
`CC(=O)Nc1ccc(NC(=O)C(C)OC(=O)C(C)SCC(=O)Nc2ccc(F)cc2)cc1` (configuration not stated) as listed: 10.5%, -5.6%, 7.6%, -4.4%, 2.1, -2.2%, -4.7, -7.0%, -1.3%
`Cc1ccc(C)c(NC(=O)CCCN2C(=O)C(c3ccccc3)Oc3cccnc32)c1` (configuration not stated) as listed: -15.0%, -3.2%, /, /, /, /, 0.0, -14.3%, /
